# SK-BR-3 tox 24h: SK-BR-3 proliferation inhibitors | SK-BR-3 viability, CellTiter-Glo ATP luminescence, 24 h; active compounds read low | viability, % at 10 µM | actives 0.47% (n = 41,000);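 active = viability at or below the median of all test compounds minus 3 SD, in both replicates if run twice, cut at about 45% in these data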;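 also: 100% = median untreated cell wells and 0% = median positive control drug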
# * = called active by the depositor.
molecule,SK-BR-3 tox 24h
CCn1nc(NS(=O)(=O)c2ccccc2)c2cc3cccc(C)c3nc21,88
O=C1c2oc3ccc(Br)cc3c(=O)c2C(c2cccc(F)c2)N1CCO (configuration not stated),88
Cc1nc2sc(C#N)c(N)c2c2c1CCCC2,96
Cc1nc2c(-c3ccccc3)c(C)nn2c(C)c1CCC(=O)N1CCOCC1,82
S=c1oc(-c2ccncc2)nn1CCc1ccncc1,99
C/C(Cl)=C\CNC(C)c1ccccc1 (configuration not stated),152
CCN(CC)S(=O)(=O)c1ccc(NC(=O)CN(c2cccc(F)c2)S(C)(=O)=O)cc1,104
Cc1ccccc1CN1C(=O)C(O)(CC(=O)c2ccncc2)c2ccccc21 (configuration not stated),104
COc1ccc(CCNc2oc(COc3ccc(F)cc3)nc2C#N)cc1,93
COC(=O)C1=CN(C(C)C)C=C(C(=O)OC)C1c1cc2c(cc1Br)OCO2,90
Cc1cc(Cl)ccc1NC(=O)CSc1nnc(-c2ccncc2)n1Cc1ccco1,39*
CCOC(=O)c1[nH]c2ccc(OCC)cc2c1NC(=O)CN1CCC2(CC1)OCCO2,88
O=c1cc(O)c2c(=O)[nH]c(=O)n(-c3ccccc3)c2[nH]1,87
O=C(COC(=O)c1ccccn1)Nc1nccs1,101
COc1ccc(OCC(O)COc2ccc(C(=O)O)cc2)cc1 (configuration not stated),76
O=C(Nc1nc2n(n1)C(c1ccccc1)CC(c1ccc(Cl)cc1)N2)c1ccco1 (configuration not stated),77
COCCCNC(=O)CCCn1c(=O)c2ccccc2n(CC(=O)Nc2c(C)cc(C)cc2C)c1=O,75
Cc1c(C(=O)NC(C)C)oc2c1-c1[nH]ncc1CC2,86
COC(=O)COc1ccc(C(=O)OC)cc1,89
CCCCOc1ccc(-c2nc(-c3cccnc3)no2)cc1,96
COc1ccc(C(=O)NCc2cccnc2)cc1S(=O)(=O)N1CCOCC1,93
c1cncc(-c2nnc(SCc3nc4ccccc4[nH]3)o2)c1,118
COC(=O)c1ccccc1NC(=O)Cn1cc(Br)cn1,84
CCN(CC)CCn1c2ccccc2c2nc(C)sc21,99
Cc1ccc(S(=O)(=O)NC(=O)NCc2ccccn2)cc1,107
O=C1CCCC2=C1C(c1ccccc1O)C1=C(CCCC1=O)O2,76
COC(=O)C1=C(C)N(C2CCCC2)C(=O)C1(NC(C)=O)C(F)(F)F (configuration not stated),98
O=C(Cn1c(NCCO)nc2ccccc21)c1ccco1,58
CC(C)n1c(-c2ccc(N(C)C)cc2)nc2ccccc21,74
CC(C)CCNC(=O)CCCn1c(=O)[nH]c2ccc(Br)cc2c1=O,86
CCOc1cc2c(cc1C(C)(C)C)NC(=O)CS2,118
Cc1c(-n2cc(C(=O)O)c(=O)c3cc(F)c(N4CCCC4)c(F)c32)c(=O)n(-c2ccccc2)n1C,95
COc1ccc(NC(=O)Cc2ccc(Cl)cc2)cc1NC(=O)c1ccco1,76
COc1ccc(Nc2nnc(Cc3ccc(Cl)cc3)c(=O)[nH]2)c(OC)c1,81
CCOC(=O)c1ccccc1NC(=O)C1COc2ccccc2O1 (configuration not stated),98
O=C(NCc1ccccc1)NC1(C(=O)N2CCN(c3ccccc3)CC2)CCCCC1,111
Cc1nnc(C)n1/N=C/c1cccn1C,97
CCCCn1c2nc3ccccc3nc2c2c(=O)n(CC(C)C)cnc21,78
CCNc1nc(CC)nc2c1oc1ccccc12,73
CCOc1ccc(C(=O)N2CCc3cc(OC)c(OC)cc3C2)cc1OCC,99
O=C(Cc1ccc(Cl)cc1)Nc1cccc(-c2nnc(-c3ccco3)o2)c1,84
O=C(O)Cc1coc(-c2ccc(F)cc2)n1,94
c1ccc(OCc2nn3c(Cn4nnc5ccccc54)nnc3s2)cc1,91
Cc1oc(-c2ccccc2)cc1C(=O)Nc1cccc(C(=O)O)c1,86
CC(=O)Nc1ccc(S(=O)(=O)N2CCN(C34CC5CC(CC(C5)C3)C4)CC2)cc1,83

# A second format for part of the listing above:
> COc1ccc(NC(=O)Cc2ccc(Cl)cc2)cc1NC(=O)c1ccco1
  SK-BR-3 tox 24h = 76
> COc1ccc(Nc2nnc(Cc3ccc(Cl)cc3)c(=O)[nH]2)c(OC)c1
  SK-BR-3 tox 24h = 81
> CCOC(=O)c1ccccc1NC(=O)C1COc2ccccc2O1 (configuration not stated)
  SK-BR-3 tox 24h = 98

# Further results:
molecule,SK-BR-3 tox 24h
c1ccc2c(c1)nc(Nc1ccc3c(c1)OCO3)c1nnnn12,70
Cc1c(Cl)cccc1NC(=O)CN1CCN(CCO)CC1,105
COc1ccccc1-n1cnc2cc(C(=O)NCC3CCCO3)ccc21 (configuration not stated),70
CCOC(=O)c1cc2c(ccn2C)n1CC(=O)N1CCN(c2ccccc2)CC1,78
C=CCN(CC(=O)NCc1ccccc1)C(=O)c1csnn1,85
CC(=O)OCCN(Cc1ccccc1)Cc1ccc2c(c1)OCO2,97
Cc1ccccc1-c1coc2cc(O)ccc2c1=O,109
O=C(O)CN(Cc1ccccc1)S(=O)(=O)c1ccc(F)cc1,93
Cc1ccccc1Cn1ccc(NC(=O)c2nc3ncccn3n2)n1,74
CCOc1ccccc1Oc1cn[nH]c1-c1ccc(OC)cc1O,88
CCOc1ccc(S(=O)(=O)N2CCN(S(=O)(=O)c3ccc(OCC)cc3)C(C)C2)cc1 (configuration not stated),87
CC(NC(=O)C1CC2CCCC(C1)C2=O)c1ccccc1 (configuration not stated),90
Cc1occc1-c1nnc(SCC(=O)NCCc2ccccc2)n1Cc1ccccc1,66
O=C1Cn2c(nc3ccccc32)-c2ccccc2N1,79
O=S(=O)(Cc1ccc(Cl)cc1)Nc1ccc2c(c1)OCO2,82

# Among those listed so far, seven contain an NH in an aromatic ring:
molecule,SK-BR-3 tox 24h
CCOC(=O)c1[nH]c2ccc(OCC)cc2c1NC(=O)CN1CCC2(CC1)OCCO2,88
O=c1cc(O)c2c(=O)[nH]c(=O)n(-c3ccccc3)c2[nH]1,87
Cc1c(C(=O)NC(C)C)oc2c1-c1[nH]ncc1CC2,86
c1cncc(-c2nnc(SCc3nc4ccccc4[nH]3)o2)c1,118
CC(C)CCNC(=O)CCCn1c(=O)[nH]c2ccc(Br)cc2c1=O,86
COc1ccc(Nc2nnc(Cc3ccc(Cl)cc3)c(=O)[nH]2)c(OC)c1,81
CCOc1ccccc1Oc1cn[nH]c1-c1ccc(OC)cc1O,88

# (list continues)
molecule,SK-BR-3 tox 24h
Cc1onc(-c2ccccc2Cl)c1C(=O)NCc1cccs1,77
Cc1ccccc1Cn1c(=O)n(CCCC(=O)NCc2ccco2)c(=O)c2ccccc21,54
O=C(CSc1nc(-c2ccccc2Cl)ns1)NCc1ccco1,101
O=C(Nc1ccc(NC(=O)C2CC2)nc1)c1cccs1,63
Cc1nnc(SCCN2C(=O)c3ccccc3C2=O)[nH]c1=O,87
C=C(C)COc1ccc(-c2[nH]ncc2-c2ccccc2OC)c(O)c1,91
O=C(c1coc2ccccc2c1=O)N1CCN(c2cccc(C(F)(F)F)c2)CC1,90
COC(=O)c1nnn(-c2nonc2N)c1CSc1ccccn1,101
COC(=O)c1[nH]c2cccc(OC)c2c1NC(=O)CN1CCC(C(N)=O)(N2CCCCC2)CC1,83
COc1ccc(OCC(O)CNC(=O)c2ccc(Br)cc2)cc1 (configuration not stated),93
O=C(Cn1ccc2ccccc2c1=O)Nc1ccc2c(c1)OCO2,74
Cc1cc(C)n(-c2nc3sc4c(c3c3nnc(SC(C)C)n23)CC(C)(C)OC4)n1,87
CC1CCC(N2CCN(c3ncccn3)CC2)CC1 (configuration not stated),85
CCOC(=O)N1CCN(C(=O)Nc2ccc(Cl)cc2Cl)CC1,90
O=C(Cn1c(CO)nc2ccccc21)Nc1cc(C(F)(F)F)ccc1N1CCOCC1,93
Cn1c(=O)c2c(nc(NCc3ccco3)n2Cc2ccccc2Cl)n(C)c1=O,109
CCN1CCN(c2oc(-c3ccc(OC)cc3)nc2C#N)CC1,91
Cc1ccc(N2CCN(C(=S)c3ccc(N(C)C)cc3)CC2)cc1,132
CCOC(=O)Cc1[nH]nc2c1C(c1cc(OC)ccc1OC)C(C#N)=C(N)O2 (configuration not stated),107
CC(=O)c1c(C(C)=O)c(C)n(-c2nc(-c3cccs3)c(C)s2)c1C,89
Cc1nc(C)c(C(=O)C2=C(O)C(=O)N(CCN3CCOCC3)C2c2cccs2)s1 (configuration not stated),125
CC(C)c1nc(NCC2CCCO2)c(C#N)c2c1COC(C)(C)C2 (configuration not stated),97
Nc1nonc1-c1nc2ccccc2n1Cc1ccc(F)cc1,87
COc1ccccc1NC(=O)c1ccc(Br)o1,93
COc1ccccc1NC(=O)c1cn(C)c(=O)c2cc(OC)c(OC)cc12,94
OCCCNC(c1ccccc1)c1ccc(O)cc1 (configuration not stated),120
O=C(Nc1ccccc1)c1cc(N2CCOCC2)nc2ccccc12,88
CN(C)S(=O)(=O)n1cnc(-c2ccccc2)c1-c1ccccc1,82
CCOC(=O)C(CC)Sc1ncnc2c1nnn2-c1ccc(F)cc1 (configuration not stated),72
CC(=O)OCC(=O)[C@@]12OC(C)(C)O[C@@H]1C[C@H]1[C@@H]3C[C@H](F)C4=CC(=O)C=C[C@]4(C)[C@@]3(F)[C@@H](O)C[C@@]12C,110
O=C(COc1ccccc1)N(Cc1ccco1)C1CCS(=O)(=O)C1 (configuration not stated),105
CC(C)c1ccc(NC(=O)c2csnn2)cc1,99
CCN(CC)CCCNC(=O)Cc1c(C(=O)O)n(C)c2ccccc12,70
COc1ccc(-c2cc(C(N)=O)nc(N3CCCCCC3)n2)cc1,104
COc1cc(NC(=O)c2cc(C)on2)cc(OC)c1OC,102
O=c1[nH]c(CN2CCc3ccccc32)nc2scc(-c3cccs3)c12,133
C=COC(=O)CSc1snc(SCC(=O)OC)c1C#N,120
O=c1c2c3c(sc2nc2n1CCCC2)CCC3,87
CC1(C)NC(=O)N(CCOc2ccc3c(c2)CCC3)C1=O,96
CC(C)NC(=O)c1cc(=O)n(C)c(=O)n1C,101
O=C(COc1ccc(S(=O)(=O)N2CCCCC2)cc1)NC1CCCCC1,92
CCN1C(=O)N(CN2CCOCC2)C2C1N(CN1CCOCC1)C(=O)N2CC (configuration not stated),103
COC1(OC)C(=N/O)/C(=N\O)CCC1O (configuration not stated),95
COCCNC(=O)C(c1cccs1)N(C(=O)Cn1nnc2ccccc21)c1ccc2c(c1)OCO2 (configuration not stated),91
CC1CCCCN1CCCn1c(=S)[nH]c2ccccc2c1=O (configuration not stated),97
COC(=O)CN(c1cccc(OC)c1)S(C)(=O)=O,74
Cc1cc(=O)n2[nH]c(COc3ccccc3)nc2n1,102
O=C(c1cccs1)N1CCN(CCc2ccccc2)CC1,127
COc1ccc(N2CCCn3c2nc2c3c(=O)n(Cc3ccc(F)cc3)c(=O)n2C)c(OC)c1,85
COc1ccccc1N(CC(O)CN1C(=O)NC(C)(C)C1=O)S(=O)(=O)c1ccc(C)cc1 (configuration not stated),96
O=C(Oc1ccc2ccccc2c1Cl)N1CCCC1,83
COc1cccc(-c2cn3nc4c(nc3n2)CCCC4)c1,99
CCSc1nnc2c(n1)[nH]c1c(C)cccc12,103
CCn1nc(C(=O)OCC(=O)NCCN2C(=O)CSC2=O)c2ccccc2c1=O,77
COC(=O)c1ccc(C2/C(=C(\O)c3cccc(OC)c3)C(=O)C(=O)N2CCCN2CCOCC2)cc1 (configuration not stated),80
NC(=O)c1ccc(-n2nnnc2Oc2ccccc2C(=O)N2CCOCC2)cc1,76
CCNC(=O)CN(Cc1ccccc1)S(=O)(=O)c1ccccc1,102
Cc1ccc(CSc2nnc(-c3ccccn3)n2C)cc1,96
COc1cccc(C2C(C(=O)c3sc(C)nc3C)=C(O)C(=O)N2CCN2CCOCC2)c1OC (configuration not stated),93
O=c1oc2ccccc2c(O)c1C=NCc1ccccn1,131

# (cont.)
molecule,SK-BR-3 tox 24h
O=C(OCc1ccccc1)c1ccc(Br)o1,85
Cc1ccc(S(=O)(=O)c2c(N)n(NC(=O)C3CC3)c3nc4ccccc4nc23)cc1,111
Cc1ccc(CNC(=O)C(C)OC(=O)c2ccco2)cc1 (configuration not stated),82
CCOc1ccc(NC2=NCC(=O)N2CCc2ccccc2)cc1,160
COc1ccc(-c2noc(CCCC(=O)NCc3ccco3)n2)cc1OC,93
O=C1CCN(S(=O)(=O)c2ccccc2)C2CCCCC12 (configuration not stated),97
Cc1cccc(C(=O)N2CCC(n3nnc4cc(F)ccc43)CC2)c1,77
CCCCCn1c(=O)[nH]c2cc(C(=O)NCCN(CC)CC)ccc2c1=O,84
CCCCCCN=C(C)C1=C(O)C(C(=O)OC)C(C)(C)CC1=O (configuration not stated),107
O=C1c2ccccc2C(=O)N1CCC(=O)N1CCc2ccccc21,98
Cn1c(=O)c2c(nc(CN3CCN(C(=O)c4ccco4)CC3)n2Cc2ccccc2)n(C)c1=O,86
COCCn1nnnc1C(c1cc2ccc(C)cc2[nH]c1=O)N(Cc1ccco1)Cc1cccs1 (configuration not stated),120
Cc1onc(-c2c(F)cccc2Cl)c1C(=O)Nc1nc2c(s1)CCCC2,92
CCOc1ccc(-c2nnc3n2N=C(c2ccc(OC)cc2)CS3)cc1,93
CCC1=Nc2ccccc2-c2nnc(SC)nc2O1,99
O=C(Nc1ccc2c(c1)OC1(CCCC1)O2)C1CC1,88
Cc1nc2ccc(F)cc2cc1C(=O)NCC1CCCO1 (configuration not stated),95
CC(C)(C)NS(=O)(=O)c1ccc(CCC(=O)NCc2ccco2)cc1,97
COc1cc(=O)[nH]c(=O)n1C(=O)Cc1ccccc1,106
CCCS(=O)(=O)N1CCc2cc(OC)c(OC)cc2C1,99
CC(C)(C)c1cc(C(=O)N2CCc3ccccc32)ccn1,73

# An excerpt; rates above refer to the full screens.
